Assay outcomes deposited in PubChem by several laboratories.
Mot1-301 SUMO = yeast Mot1-301 growth rescue at high temperature, primary screen, SUMOylation pathway inhibitor project, S. cerevisiae, ATP luminescence, 38.5C | growth rescue, % at 18.8 µM | S. cerevisiae Mot1-301 growth rescue; percent above DMSO median, 100 means doubled | 320,000 tested, 1% active;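 active = every valid replicate shows activation above 250% relative to neutral control wells; inactive = the rest, any valid replicate at or below 250%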;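 note: OY570 slx delta 5 strain wells were the positive control but not used for scaling; some compounds called inactive have numbers as strong as hits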
OPRM1-OPRD1 inv = inverse agonists of MOR-DOR heterodimerization, primary screen, cell-based, luminescence | Mu-type opioid receptor (Homo sapiens) + Delta-type opioid receptor (Homo sapiens), … | cell-based MOR-DOR heterodimer luminescence, inverse agonism | 340,000 tested, 0.21% active | inhibition, % at 9.3 µM; in the data active = inhibition above about 22%, passing the limit was not always enough;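 note: 0% = cells with DMSO and 100% = wells without cells with DMSO; values of inactives mirror those of a sister screen read the other way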
PfHsp90 set2 = growth inhibition of PfHsp90-expressing yeast, primary screen, antimalarial PfHsp90 inhibitor project, S. cerevisiae, BacTiter-Glo luminescence, single point, set 2; 310,000 tested, 0.32% active; inhibition, % at 9.4 µM; AID 504621, 2011; BacTiter-Glo ATP, 48 h; yeast lacking PDR1 and PDR3 efflux regulators;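 active = every replicate shows inhibition above about 80%, whatever the replicate mean, limit read from the data; inconclusive = mean inhibition reaches the set limit but some replicate falls short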;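 note: 0% = DMSO neutral controls and 100% = 20 µM radicicol positive controls; yeast relying on Plasmodium falciparum Hsp90 in place of its own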
MOR-DOR ag = agonists of OPRM1-OPRD1 heterodimerization, primary screen, cell-based, luminescence; AID 504326, 2011; 340,000 tested, 0.3% active; activation, % at 9.3 µM; cells; Mu-type opioid receptor (Homo sapiens) + Delta-type opioid receptor (Homo sapiens), …; in the data active = activation above about 18%;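 note: 0% = vehicle-treated cells and 100% = reference agonist; values of inactives mirror those of a sister screen read the other way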
AddAB inh = growth inhibition of E. coli expressing H. pylori AddAB, primary screen, AddAB inhibitor project, absorbance; inhibition, % at 11.9 µM; 330,000 tested, 0.29% active; AID 435030, 2010; in the data active = inhibition above about 12%;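 note: 0% = vehicle wells of infected cells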
PKA-R1A act = activators of PKA-R1A holoenzyme, primary screen, biochemical, fluorescence polarization, Cy5-IP20, bovine R1A, mouse PKAc | activation, % at 11.4 µM | cAMP-dependent protein kinase type I-alpha regulatory subunit (Bos taurus) + … | 340,000 tested, 0.083% active | PKA-R1A dissociation; scaled: DMSO 0%, 113 µM cGMP 100%;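 active = percent activation above the mean of all tested compounds plus 3 SD, cut at about 19% in these data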;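 note: higher means more PKAc released from R1A so a rise in polarization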
E coli growth = E. coli V3065 growth inhibition, primary screen, counter-screen for AddAB inhibitor project, absorbance, OD600; 18 h; inhibition, % at 11.9 µM; 330,000 tested, 0.27% active; AID 449728, 2010;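 active = inhibition above the campaign's mean inhibition across all tested compounds plus 3 SD, cut at about 9.9% in these data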;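 note: uninfected addAB+ strain grown without phage in ampicillin broth; 0% = DMSO wells and 100% = ciprofloxacin 0.95 µg/ml wells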
HTR5A inv ctr = HTR5A inverse agonists in luminescence cell assay, primary screen, counter-screen for OPRM1-OPRD1 heterodimer inverse agonist project, full-deck HTS | 5-hydroxytryptamine receptor 5A (Homo sapiens), P47898 | HTR5A cell line, inverse agonism | inhibition, % at 9.3 µM | 340,000 tested, 0.083% active | AID 504634, 2011; in the data active = inhibition mostly above about 23%, no sharp cut-off; inactive = mostly below about 18%;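 note: 0% = cells with DMSO and 100% = no-cell wells with DMSO; some compounds called inactive have numbers as strong as hits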
Target sequence (P47898 whole entry, looked up): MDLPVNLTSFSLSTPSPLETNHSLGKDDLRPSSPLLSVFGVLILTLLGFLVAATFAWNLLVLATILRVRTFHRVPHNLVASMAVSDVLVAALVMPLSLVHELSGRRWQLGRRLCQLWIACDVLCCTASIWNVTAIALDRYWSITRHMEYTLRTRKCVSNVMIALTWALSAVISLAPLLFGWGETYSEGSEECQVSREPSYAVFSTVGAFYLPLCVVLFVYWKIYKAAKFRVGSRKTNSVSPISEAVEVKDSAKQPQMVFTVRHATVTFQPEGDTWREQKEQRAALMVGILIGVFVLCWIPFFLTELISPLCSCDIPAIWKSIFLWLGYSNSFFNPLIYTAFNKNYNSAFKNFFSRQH
Tat export inh = E. coli Tat export inhibitors, primary screen, MC4100, TorA-mCherry reporter, fluorescence, single point; AID 488895, 2010; 340,000 tested, 0.036% active; inhibition, % at 10 µM;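 active = mean replicate inhibition at least 50% and at least half of replicates individually reaching 50%; inconclusive = only one of the two criteria met; inactive = neither criterion met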;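 note: exported cargo escapes ClpAP degradation while cytoplasmic cargo is degraded and loses fluorescence; 0% = median of neutral control wells and 100% = median of NaSCN control wells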
PKA-R2B activ = activators of PKA-R2B holoenzyme, primary screen, biochemical, fluorescence polarization, Cy5-IP20, human | PKA-R2B holoenzyme dissociation; R2B truncated from residue 108, S112A mutant; 0% DMSO only, 100% 113 µM cGMP | activation, % at 11.4 µM | 340,000 tested, 0.079% active;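 active = activation above a cutoff set at the mean over all compounds plus 3 SD, cut at about 18% in these data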;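 note: higher means more holoenzyme dissociation and a rise in polarization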
Target sequence (P31323 whole entry, looked up, other chains not shown, the tested form may be a part): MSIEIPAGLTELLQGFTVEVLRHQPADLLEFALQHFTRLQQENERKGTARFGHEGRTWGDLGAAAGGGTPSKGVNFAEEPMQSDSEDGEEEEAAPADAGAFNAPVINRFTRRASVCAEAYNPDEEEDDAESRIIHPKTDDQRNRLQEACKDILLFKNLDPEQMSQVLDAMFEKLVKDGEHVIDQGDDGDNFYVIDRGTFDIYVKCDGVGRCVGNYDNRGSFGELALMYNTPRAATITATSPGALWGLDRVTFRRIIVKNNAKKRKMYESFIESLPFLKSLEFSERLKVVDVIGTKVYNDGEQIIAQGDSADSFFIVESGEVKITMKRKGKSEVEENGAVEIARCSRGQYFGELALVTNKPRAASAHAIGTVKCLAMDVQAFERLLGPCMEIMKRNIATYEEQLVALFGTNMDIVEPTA
phage Ecoli inh = growth loss of phage-infected E. coli, primary screen, RecBCD inhibitor project, absorbance, with phage, HTS | 360,000 tested, 0.26% active | inhibition, % at 11.9 µM | AID 651602, 2012; in the data active = inhibition above about 11%
* hit, by the source's call; u = inconclusive; x = not tested or not shown.

SMILES	Mot1-301 SUMO	OPRM1-OPRD1 inv	PfHsp90 set2	MOR-DOR ag	AddAB inh	PKA-R1A act	E coli growth	HTR5A inv ctr	Tat export inh	PKA-R2B activ	phage Ecoli inh
CCOC(=O)CNC=C(C(=O)OCC)C(=O)OCC	-9	12	19	-2.3	3.3	6	0.2	-10	-1	-15	5.6
CCOC(=O)N1CCc2cc(OC)c(OC)c3c2c1cc1cc(OC)c(OC)cc13	x	-1	-19	0.2	x	6	x	-14	13	-4	-0.2
COc1cc(/C=C(\C#N)c2nc3ccccc3s2)cc([N+](=O)[O-])c1O	x	6	-12	-1.0	x	-14	x	3	1	-1	0.6
CC1CCc2nc(N)c(C#N)c(-c3ccncc3)c2C1 (centres undefined)	20	-13	x	2.3	2.2	-7	-1.6	-20	u	7	1.9
CSc1nccc(Nc2ccccc2)c1C#N	-3	3	-15	-0.7	0.7	3	-1.0	-26	2	4	3.9
COCCNCCCOc1ccc(C(C)(C)c2ccccc2)cc1	-6	11	10	-2.0	-1.4	-3	-1.0	6	4	-7	0.6
COc1ccc(CCNC2CC(=O)N(C)C2=O)cc1OC (centres undefined)	-15	15	-9	-2.7	1.0	-4	0.3	-35	-4	10	1.0
Cc1cccc(OCCC(=O)Nc2nnc(C)s2)c1	x	18	-5	-3.8	0.6	-6	0.6	-7	3	-1	1.8
CC(C)CNC(=O)NC(=O)COC(=O)C1CSC2(c3ccc(F)cc3)CCC(=O)N12 (centres undefined)	3	17	11	-3.6	-5.3	-1	-1.7	10	5	-9	2.4
COc1cccc(CNC(=O)CNS(=O)(=O)c2ccc(Br)s2)c1	10	-3	-29	0.5	3.6	-1	-0.6	-3	-6	-5	1.5
CCOC(=O)c1c(N)sc2c1CCCC2=O	-15	6	-10	-1.3	2.4	4	0.7	7	8	7	3.2
Cc1cc(N2CCc3ccccc32)n2ncnc2n1	468	8	-25	-1.6	3.3	1	-0.8	18	-2	12	0.6
O=C1C2C3C=CC(C4CC34)C2C(=O)N1c1nccs1 (centres undefined)	2	1	15	-0.3	-0.9	3	-2.4	6	-3	1	1.2
CCOc1ccc(C(=O)Nc2cccc3cccnc23)cc1	-13	-14	8	3.0	0.9	-4	0.6	-9	4	-4	5.1
O=C(Cn1nnc(-c2ccccc2)n1)OCc1ccccc1	14	-9	-18	1.5	1.0	-7	-2.9	-13	2	-13	-3.0
COc1ccccc1-n1c(-c2cc(-c3ccco3)[nH]n2)n[nH]c1=S	0	6	-14	-1.1	0.9	-6	-1.8	-18	-7	5	-1.3
Cc1sc2nc(CSc3nc4ccccc4c(=O)n3CCCN3CCOCC3)[nH]c(=O)c2c1C	-8	1	-3	-0.2	-2.7	8	-3.5	-2	-12	11	3.4
CCC(C)S(=O)(=O)c1snnc1C (centres undefined)	-12	8	-2	-1.4	2.6	-1	0.4	-29	-2	-4	2.4
COc1ccccc1NS(=O)(=O)c1cc(NC(=O)c2ccncc2)ccc1N1CCOCC1	14	-2	-2	0.4	0.4	13	-0.8	-21	7	-12	0.2
O=C(NCc1ccccc1)C(c1ccccc1)N(C(=O)c1csnn1)c1ccccc1 (centres undefined)	173	11	-4	-2.0	3.7	-3	0.4	-5	5	-4	-0.8
COC(=O)C[C@H]1C=C[C@@H](C(C(=O)OC)C(=O)OC)CN1C(C)=O	x	12	-13	-2.6	x	-7	x	8	20	-4	4.8
CC(=O)Nc1ccc(S(=O)(=O)NC(C)C(=O)NCC(c2ccco2)N2CCCCC2)cc1 (centres undefined)	-13	5	0	-1.2	1.5	-13	0.2	7	-4	-5	-0.8
Cc1cnc(C(=O)OCC(=O)N2CCN(C(=O)c3ccco3)CC2)cn1	-6	16	3	-2.8	2.3	-9	1.1	14	-1	-1	1.0
O=C(Nc1ccncc1)c1ccccc1Cl	124	11	-8	-2.4	4.2	-2	2.8	-4	-7	-10	2.1
O=C(Nc1ccc(Cl)c(Cl)c1)Nc1ccc([N+](=O)[O-])cn1	22	-4	1	0.7	-0.2	-4	-2.5	5	-4	-2	1.3

The closing 2 records of the section above are carried over, then new ones follow:
SMILES	Mot1-301 SUMO	OPRM1-OPRD1 inv	PfHsp90 set2	MOR-DOR ag	AddAB inh	PKA-R1A act	E coli growth	HTR5A inv ctr	Tat export inh	PKA-R2B activ	phage Ecoli inh
O=C(Nc1ccncc1)c1ccccc1Cl	124	11	-8	-2.4	4.2	-2	2.8	-4	-7	-10	2.1
O=C(Nc1ccc(Cl)c(Cl)c1)Nc1ccc([N+](=O)[O-])cn1	22	-4	1	0.7	-0.2	-4	-2.5	5	-4	-2	1.3
CC(=O)C1C(c2ccc([N+](=O)[O-])cc2)C2C(C)=NN=C2CC1(C)O (centres undefined)	-7	12	19	-2.5	1.9	-2	2.1	24	-4	5	-0.6
COc1ccc(CCN2CC(C(=O)NCCN3CCNC3=O)CCC2=O)cc1 (centres undefined)	0	3	-9	-0.6	5.5	-6	1.9	-4	0	-4	0.9
Cn1c(=O)c(-c2cc(Br)ccc2N)nc2ccccc21	100	9	-33	-2.3	5.8	-5	-0.9	15	8	3	-0.4
Cc1c(NS(=O)(=O)c2ccc3c(c2)OCCO3)cccc1-c1nc2cccnc2s1	-15	-9	-30	1.5	-2.1	-12	3.3	-17	1	-7	1.8
Cc1ccc(OCC(=O)N(Cc2ccco2)c2c(N)n(Cc3ccccc3)c(=O)[nH]c2=O)cc1C	x	4	x	-1.1	-0.3	4	1.6	-3	-2	5	2.8
O=C(NCCc1cn2ccccc2n1)c1ccccc1F	-12	8	7	-1.4	1.6	10	0.7	-2	-3	-7	2.1
COc1ccc2cc(C(=O)C3CCCN(C(=O)c4cc5nc(C)cc(C)n5n4)C3)ccc2c1 (centres undefined)	-1	9	-10	-2.0	1.4	-8	-1.4	4	-3	-7	2.2
COc1ccc(CCNC(=O)CS(=O)(=O)c2cn(CC(=O)N3CCOCC3)c3ccccc23)cc1OC	-14	-14	-5	2.7	0.0	-1	-2.6	-22	0	1	-0.2
COC(=O)c1sc(-c2ccc(C(C)(C)C)cc2)cc1NC(=O)/C=C/C(=O)O	21	9	-21	-1.9	1.3	-1	0.5	3	4	7	1.3
CC(=O)N1CCc2cc(S(=O)(=O)NCc3ccc(C)cc3)ccc21	2	15	13	-2.8	4.2	-8	-0.6	1	0	4	2.2
CC1=CCC2C(=O)N(c3ccc(C(=O)N4CCCCCC4)cc3)C(=O)C2C1 (centres undefined)	-5	5	x	-1.0	1.1	-3	0.6	-4	4	7	0.2
Cc1ccc(S(=O)(=O)N2CCc3ccccc3C2)cc1C	22	-15	-6	3.2	x	6	x	-7	-4	-2	1.5
CCc1nc(SCC(=O)N2CCOCC2)c2c(=O)n(C)c(=O)n(C)c2n1	0	4	8	-0.8	-0.3	-2	4.3	11	-12	-2	3.1
COc1ccc(NC(=O)CN(C)Cc2cccs2)cc1Cl	-14	-9	-3	1.1	2.3	-4	0.9	13	-6	-9	-0.2
O=C(NCCOC(=O)c1ccncc1)c1ccccc1	-11	-16	-13	2.9	-2.5	-11	1.9	-23	2	4	4.4
CS/C(=C\[N+](=O)[O-])Nc1ccc(OC(F)(F)F)cc1	24	4	1	-0.5	3.5	6	-1.6	1	-9	-9	2.3
COCCOC(=O)C1=C(C)Nc2nc(C)nn2C1c1ccccc1 (centres undefined)	8	7	x	-1.5	1.9	2	-3.9	-21	-4	8	3.3
Cc1ccccc1OCCOc1ccc([N+](=O)[O-])cc1/C=N/n1cnnc1	9	7	-5	-1.2	4.3	2	-1.0	-21	-5	-6	6.1
C=CC1C(N2CCOCC2)C(C)(C)S1(=O)=O (centres undefined)	-5	13	-2	-3.1	3.3	-6	-2.4	8	0	0	1.2
CC(=O)[C@H]1[C@@H]2C(=O)N(c3cccc(Cl)c3)C(=O)[C@@H]2[C@H]2c3ccccc3C=CN21	10	16	25	-3.8	2.7	3	-1.6	-6	-8	-7	2.4
Cc1ccc(OCCNC(=O)c2cncc(Br)c2)cc1C	-13	14	-30	-2.5	1.3	4	0.3	1	3	-8	2.8
CC(C(=O)O)C1SC(=O)NC1=O (centres undefined)	53	9	-6	-1.7	3.3	4	0.6	-43	4	1	1.7
O=C1c2ccccc2C(O)N1c1ccc(Cl)cc1 (centres undefined)	425	8	-11	-1.4	1.4	-4	4.3	7	-13	5	1.9
COc1ccc(CC(=O)N2CCN(c3cccc(Cl)c3)CC2)cc1OC	-11	3	-9	-0.6	1.2	-1	-2.1	-5	7	-4	-0.2
O=C(Cc1ccccc1C(=O)O)Nc1cccc2ccccc12	-12	-11	13	1.5	-1.7	6	1.1	10	-7	-3	-0.3

Four records picked at random from the list so far, as already listed:
SMILES	Mot1-301 SUMO	OPRM1-OPRD1 inv	PfHsp90 set2	MOR-DOR ag	AddAB inh	PKA-R1A act	E coli growth	HTR5A inv ctr	Tat export inh	PKA-R2B activ	phage Ecoli inh
COc1ccc(NC(=O)CN(C)Cc2cccs2)cc1Cl	-14	-9	-3	1.1	2.3	-4	0.9	13	-6	-9	-0.2
COc1ccc2cc(C(=O)C3CCCN(C(=O)c4cc5nc(C)cc(C)n5n4)C3)ccc2c1 (centres undefined)	-1	9	-10	-2.0	1.4	-8	-1.4	4	-3	-7	2.2
COc1ccc(CC(=O)N2CCN(c3cccc(Cl)c3)CC2)cc1OC	-11	3	-9	-0.6	1.2	-1	-2.1	-5	7	-4	-0.2
COc1ccc(CCN2CC(C(=O)NCCN3CCNC3=O)CCC2=O)cc1 (centres undefined)	0	3	-9	-0.6	5.5	-6	1.9	-4	0	-4	0.9
